Screens: PubChem BioAssay, several laboratories
SR-BI DiI-HDL act: activators of SR-BI mediated DiI-HDL uptake, primary screen, ldlA[mSR-BI] CHO cells, DiI fluorescence; 0.096% of 320,000 active; activation, % at 12.5 µM; 3 h; 100 = double the neutral-control signal;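 active = mean replicate activation of at least 60% and every replicate at or above 60%; inconclusive = mean or all-replicate condition met, but not both; inactive = mean below 60% and not all replicates reaching 60%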;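 note: 0% = median plate neutral-control signal and 100% = twice that signal; values of inactives mirror those of a sister screen read the other way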
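Test system: SR-BI-overexpressing, LDLR-lacking CHO cells. Measured by: DiI fluorescence, bottom read. Medium: Ham's F12 with 0.5% BSA, HEPES 25 mM, pH 7.4. Timing: 3 h uptake period with compound, 37 °C.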
MITF act: activators of MITF-driven TRPM1 promoter reporter, primary screen, cell-based, SK-MEL-5, luciferase, single point; SK-MEL-5 TRPM1-promoter luciferase, 24 h; % of positive control, neutral wells = 0; activation, % at 12.5 µM; 0.75% of 300,000 active; AID 588334, 2011;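 active = mean activation of at least 80% with every replicate also reaching 80%; inconclusive = mean reaches 80% but some replicate falls short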;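 note: 0% = neutral control wells and 100% = parthenolide positive control wells; values of inactives mirror those of a sister screen read the other way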
Wnt act: Wnt/beta-catenin pathway activators, primary screen, cell-based, plate reader, single point | activation, % at 9.35 µM | 1.2% of 300,000 active | Wnt/beta-catenin reporter cell assay, activator; in the data active = activation above about 30%, passing the limit was not always enough; inconclusive = no clear call, values can overlap the other calls;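 note: 0% = neutral control wells and 100% = positive control wells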
AddAB inh: growth inhibition of E. coli expressing H. pylori AddAB, primary screen, AddAB inhibitor project, absorbance | inhibition, % at 11.9 µM | 0.29% of 330,000 active; in the data active = inhibition above about 12%;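 note: 0% = vehicle wells of infected cells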
phage Ecoli inh: growth loss of phage-infected E. coli, primary screen, RecBCD inhibitor project, absorbance, with phage, HTS; 0.26% of 360,000 active; inhibition, % at 11.9 µM; in the data active = inhibition above about 11%
CAL PDZ FP-1: CAL PDZ peptide-binding inhibitors, primary screen, biochemical, fluorescence polarization, Cer-tagged CAL PDZ, HTS. purified CAL PDZ, TMR-peptide fluorescence polarization, 1 h. AID 504414, 2011. inhibition, % at 20 µM. 0.02% of 330,000 active. Golgi-associated PDZ and coiled-coil motif-containing protein (Homo sapiens), Q9HD26;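 active = highest replicate inhibition of at least 40%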;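 note: plate controls were DMSO neutral control wells for no effect and unlabeled competitor peptide control wells for full effect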
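Material: tagged CAL PDZ protein CerCALP, purified; buffer or medium: sodium phosphate/NaCl buffer pH 7.4 with TCEP, IgG, Thesit; also added: fluorescent TMR peptide probe; schedule: 1 h incubation at room temperature before polarization reading; technique: fluorescence polarization from S- and P-plane intensities, G-factor corrected; control set: unlabelled peptide and DMSO controls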
Ecoli viability: E. coli V3065 growth inhibition, primary screen, counter-screen for AddAB inhibitor project, absorbance, OD600; 18 h; inhibition, % at 11.9 µM; 0.27% of 330,000 active;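 active = inhibition above the campaign's mean inhibition across all tested compounds plus 3 SD, cut at about 9.9% in these data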;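 note: uninfected addAB+ strain grown without phage in ampicillin broth; 0% = DMSO wells and 100% = ciprofloxacin 0.95 µg/ml wells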
SR-BI DiI inh: inhibitors of SR-BI mediated HDL lipid uptake, primary screen, ldlA[mSR-BI] cells, fluorescence, single point; Scavenger receptor class B member 1 (Mus musculus), Q61009; ldlA[mSR-BI] CHO cells, DiI-HDL uptake fluorescence, 3 h; inhibition, % at 12.5 µM; 0.96% of 320,000 active; AID 488896, 2010;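 active = mean replicate inhibition of at least 70% and a set share of replicates each scoring 70 or more; inconclusive = meets just one of the two criteria; inactive = fails both criteria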;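 note: 0% = median of neutral control wells and 100% = median of positive control wells; values of inactives mirror those of a sister screen read the other way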
Target sequence (Q61009 whole entry, looked up): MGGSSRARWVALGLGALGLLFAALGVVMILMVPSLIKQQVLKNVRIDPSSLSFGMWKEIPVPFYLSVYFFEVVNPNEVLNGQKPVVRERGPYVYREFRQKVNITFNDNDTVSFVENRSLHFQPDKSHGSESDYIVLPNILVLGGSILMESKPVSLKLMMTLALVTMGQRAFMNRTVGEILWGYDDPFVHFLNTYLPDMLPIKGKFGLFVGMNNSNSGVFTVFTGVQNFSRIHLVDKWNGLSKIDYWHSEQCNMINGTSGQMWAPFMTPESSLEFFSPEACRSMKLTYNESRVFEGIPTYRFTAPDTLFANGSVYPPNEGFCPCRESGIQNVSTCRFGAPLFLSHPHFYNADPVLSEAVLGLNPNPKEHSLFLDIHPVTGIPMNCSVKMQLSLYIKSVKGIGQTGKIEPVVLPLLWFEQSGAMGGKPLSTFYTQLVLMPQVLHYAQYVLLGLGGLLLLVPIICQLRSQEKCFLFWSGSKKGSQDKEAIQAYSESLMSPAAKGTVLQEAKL
Tat export inh: E. coli Tat export inhibitors, primary screen, MC4100, TorA-mCherry reporter, fluorescence, single point; 0.036% of 340,000 active; inhibition, % at 10 µM; AID 488895, 2010;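 active = mean replicate inhibition at least 50% and at least half of replicates individually reaching 50%; inconclusive = only one of the two criteria met; inactive = neither criterion met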;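 note: exported cargo escapes ClpAP degradation while cytoplasmic cargo is degraded and loses fluorescence; 0% = median of neutral control wells and 100% = median of NaSCN control wells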
CAL PDZ FP-2: untagged CAL PDZ binding inhibitors, primary screen, biochemical, fluorescence polarization, HTS | Golgi-associated PDZ and coiled-coil motif-containing protein (Homo sapiens), Q9HD26 | purified CAL PDZ, TMR-peptide fluorescence polarization, 1 h | inhibition, % at 24.9 µM | 0.92% of 300,000 active | AID 602252, 2012;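 active = mean inhibition of at least 30% with at least half of replicates also reaching 30%; inconclusive = no clear call, values can overlap the other calls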;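 note: 0% = DMSO neutral control and 100% = excess unlabeled competitor peptide PRC23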
* hit, by the source's call; ? = inconclusive; nt = not tested or not shown.

SMILES | SR-BI DiI-HDL act | MITF act | Wnt act | AddAB inh | phage Ecoli inh | CAL PDZ FP-1 | Ecoli viability | SR-BI DiI inh | Tat export inh | CAL PDZ FP-2
CCN(CC)S(=O)(=O)c1ccc(N2CCOCC2)c(NC(=O)c2ccccc2F)c1 | -5 | 21 | 9 | 3.8 | 4.6 | -2.9 | -0.2 | 5 | 0 | 1
COc1ccc(CCN2CCCC(CN(C)C(=O)c3ccoc3)C2)cc1 (centres undefined) | -2 | 37 | ? | nt | 0.7 | 0.4 | nt | 2 | 1 | -4
Cc1ccc(OC(=O)c2ccc(Cl)c([N+](=O)[O-])c2)cn1 | 13 | 0 | 0 | 0.2 | 0.4 | -2.7 | -2.3 | -13 | -5 | -2
O=C(Cc1ccc(NC(=O)C2CCCN(C(=O)C3CCC3)C2)cc1)Nc1cccc(C(=O)N2CCCCC2)c1 (centres undefined) | -56 | 6 | -1 | nt | 0.7 | 0.1 | nt | 56 | 7 | -1
Cc1cc(=O)n2nc(N3CCCC(C(=O)NC4CCCCC4C)C3)sc2n1 (centres undefined) | 4 | -3 | -1 | 1.2 | 0.9 | -0.9 | -0.2 | -4 | -5 | -2
CC1CCCC(C)N1C(=O)c1cccc2c1-c1ccccc1/C2=N/O (centres undefined) | -6 | nt | -3 | 0.2 | 3.3 | -1.8 | -2.7 | 6 | -6 | -3
CCCNC(=O)C1CC(c2ccccc2C(F)(F)F)=NO1 (centres undefined) | -10 | -3 | -2 | 1.3 | 0.0 | 0.3 | -3.8 | 10 | -6 | 0
C=CCNCCOc1cccc(Br)c1 | 14 | 1 | -1 | 3.9 | 4.7 | -1.8 | 0.2 | -14 | -2 | -4
CCCCc1nc2cc(C(=O)N3CCCC(COC)C3)ccc2o1 (centres undefined) | 16 | 63 | 22 | -0.6 | 3.6 | -1.9 | -0.5 | -16 | -1 | -3
CC(C)n1c(-c2cccnc2)nc2cnccc21 | 13 | 9 | -5 | -0.3 | 0.2 | 0.0 | -0.1 | -13 | -7 | -2

Part of the list above, as comma-separated lines:
molecule,SR-BI DiI-HDL act,MITF act,Wnt act,AddAB inh,phage Ecoli inh,CAL PDZ FP-1,Ecoli viability,SR-BI DiI inh,Tat export inh,CAL PDZ FP-2
Cc1cc(=O)n2nc(N3CCCC(C(=O)NC4CCCCC4C)C3)sc2n1 (centres undefined),4,-3,-1,1.2,0.9,-0.9,-0.2,-4,-5,-2
CC1CCCC(C)N1C(=O)c1cccc2c1-c1ccccc1/C2=N/O (centres undefined),-6,nt,-3,0.2,3.3,-1.8,-2.7,6,-6,-3

(listing goes on)
SMILES | SR-BI DiI-HDL act | MITF act | Wnt act | AddAB inh | phage Ecoli inh | CAL PDZ FP-1 | Ecoli viability | SR-BI DiI inh | Tat export inh | CAL PDZ FP-2
O=C(NNC(=O)c1cccc(-n2cccc2)c1)c1ccc(F)cc1 | -10 | 13 | -1 | -0.9 | 1.8 | -4.0 | 0.2 | 10 | -4 | -6
C/C(=N\Nc1ccc(C(=O)O)cc1)c1ccc2c(c1)Nc1ccccc1S2 | nt | 124* | 20 | 1.7 | 3.3 | -1.2 | 2.5 | nt | 2 | -1
CC(NC(=O)c1ccccc1)C(=O)NC1CCCc2ccccc21 (centres undefined) | 28 | -6 | nt | nt | -0.4 | -2.2 | nt | -28 | -5 | 1
Cc1ccc(NS(=O)(=O)c2ccc(C)c(NC(=S)NCCN3CCOCC3)c2)c(C)c1 | -42 | 2 | -3 | 2.5 | 4.5 | -0.8 | 0.1 | 42 | 2 | 2
O=C(Nc1ccc2c(c1)CCC2)c1cccc(S(=O)(=O)Nc2ccccc2Cl)c1 | -7 | -7 | nt | 2.4 | 2.4 | -1.9 | 3.1 | 7 | -5 | -1
Cc1ccc(C(=O)N/N=C\c2ccc(-c3ccc([N+](=O)[O-])cc3)o2)cn1 | nt | 4 | 5 | -0.3 | 3.6 | 0.5 | 0.2 | nt | 1 | -9
CC(C)N1CCN(Cc2cn[nH]c2C2CCCCC2)CC1CCO (centres undefined) | nt | 17 | 1 | 1.4 | -1.8 | -2.1 | -1.4 | nt | 0 | 0
Cc1ccc(S(=O)(=O)NCc2ccccn2)c(C)c1C | 9 | 2 | -1 | 2.5 | 1.9 | -1.0 | -0.8 | -9 | 7 | -4
COCCNc1ccc([N+](=O)[O-])cc1C(=O)NC1CCCc2ccccc21 (centres undefined) | -79 | -7 | 0 | 1.9 | 2.1 | -0.4 | -2.1 | 79* | 3 | -2
COc1ccc2c(c1)C(=O)N(c1ccc(C)cc1C)C(=O)C2(C)C | -43 | -6 | 0 | 2.8 | 3.8 | -2.3 | 2.3 | 43 | 6 | -7
O=C1CCC(C(=O)NCc2cccnc2)N1 (centres undefined) | 45 | -10 | 0 | 0.8 | 3.8 | -1.0 | 0.6 | -45 | 1 | -18
CN(C)Cc1cc(C(C)(C)C)cc(C(C)(C)C)c1O | 14 | 3 | 0 | 0.4 | -1.1 | -0.7 | -1.7 | -14 | -1 | -2
Cc1ccc(Cl)cc1NC(=O)C1CCN(S(C)(=O)=O)CC1 | 25 | -13 | 2 | 0.7 | 3.6 | -0.6 | 2.3 | -25 | -8 | -6
CC(C)C(=O)Nc1ccc(-c2nc3ccccc3c(=O)o2)cc1 | -17 | 18 | -1 | 1.4 | 3.5 | -2.2 | -0.3 | 17 | -7 | -8
COc1cccc(-n2nnc3c(=O)n(CC(=O)N4CCCCC4)cnc32)c1 | -9 | -2 | nt | -2.0 | 3.4 | 1.0 | -0.2 | 9 | 0 | nt
Cc1cc(C)c(NC(=O)CNC(=O)Cc2ccc(S(=O)(=O)N3CCOCC3)s2)c(C)c1 | 15 | nt | -1 | 0.4 | 6.9 | 0.0 | -2.1 | -15 | -11 | -5
COC(=O)c1cccc(COC(=O)c2cc3ccccc3oc2=O)c1 | -21 | nt | 1 | -1.0 | -2.1 | -1.0 | 0.8 | 21 | -3 | -1
COc1ccccc1NC(=O)c1oc2ccccc2c1NC(=O)c1cc(OC)c(OC)c(OC)c1 | -24 | -14 | -4 | 0.3 | 1.9 | -0.9 | -1.2 | 24 | -7 | -2
Cc1ccc(OCc2nnc(SCC(=O)c3cccs3)n2-c2ccccc2)cc1C | -21 | 3 | nt | 1.9 | 1.3 | -4.0 | 0.3 | 21 | -2 | -1
C=CCC(=O)OCC(=O)Nc1ccc(Cl)cn1 | 18 | 11 | nt | 1.0 | 3.0 | 0.4 | -0.4 | -18 | -5 | -5
CC(C)Sc1nc2c(c(=O)[nH]c(=O)n2C)n1C | 2 | 18 | nt | 2.1 | -0.2 | -0.4 | 0.2 | -2 | 8 | -1
CN(C)CCCn1c(N)c(C#N)c2nc3ccccc3nc21 | 6 | nt | 5 | 1.5 | 3.2 | -0.9 | -0.4 | -6 | -7 | nt
CC(=O)Nc1cc(C(F)(F)F)ccc1N1CCOCC1 | 3 | -7 | -2 | -0.2 | 2.1 | -0.7 | 0.2 | -3 | -1 | nt
O=C(CCCn1c(=O)c2sccc2n(Cc2cc(=O)n3ccccc3n2)c1=O)NCc1ccco1 | 15 | 5 | -3 | 3.0 | 4.5 | 0.7 | 0.1 | -15 | -2 | nt
CC(C)Cn1c(N)c(C(=O)COC(=O)c2ccc([N+](=O)[O-])o2)c(=O)n(C)c1=O | -18 | -36 | 1 | 4.5 | 1.5 | -3.1 | 3.9 | 18 | 5 | 3
COc1ccccc1-c1nnc(SCC(=O)Nc2ccc(N3CCOCC3)cc2)n1C | -7 | -13 | 0 | 1.6 | 0.8 | -1.6 | 0.1 | 7 | 1 | 0
Cn1c(=O)c2c(nc(CN3CCN(c4ccccc4)CC3)n2CCc2ccccc2)n(C)c1=O | -3 | 5 | -3 | 3.2 | 0.6 | -0.2 | -1.8 | 3 | 19 | -3
Cc1ccc(C(C)C)cc1OCC(=O)N/N=C/c1ccc2c(c1)OCCO2 | -9 | 3 | -1 | 1.3 | 2.1 | -1.2 | -0.1 | 9 | 17 | -4
COc1ccc(N/C(C)=C2/C(=O)C(=O)N(CCO)C2c2ccc([N+](=O)[O-])cc2)cc1 (centres undefined) | 1 | -1 | nt | 0.0 | 2.3 | -0.1 | -0.3 | -1 | 1 | -2
Cc1ccccc1Cn1c(=N)n(CC(=O)c2ccc([N+](=O)[O-])cc2)c2ccccc21 | -18 | -67 | 6 | 1.0 | 2.0 | -2.3 | 0.5 | 18 | -4 | 0
NC(=O)CCC(NS(=O)(=O)c1ccc(Cl)cc1)C(=O)NCC1CCCCC1 (centres undefined) | nt | nt | -1 | 1.7 | 1.8 | -3.5 | -0.9 | nt | 4 | -5
Cc1ccc2c(CC(=O)NCC3(N4CCOCC4)CCCCC3)coc2c1C | -9 | -4 | -2 | -1.6 | 0.0 | 0.0 | -4.2 | 9 | 8 | -3
O=S(=O)(N1CCOCC1)N1CCN(c2ccccc2F)CC1 | 18 | -3 | nt | 2.0 | nt | -0.3 | -0.9 | -18 | 4 | -3
O=C(CS(=O)(=O)c1ccccc1)N(CCCN1CCOCC1)c1nc2c(F)cccc2s1 | 41 | 24 | -2 | 2.8 | 4.5 | -1.7 | -0.2 | -41 | 3 | 0
Cc1ccc(NC(=S)N(Cc2cccs2)Cc2cc3cc(C)cc(C)c3[nH]c2=O)cc1 | -20 | 16 | -10 | 8.6 | 3.5 | -0.7 | -1.2 | 20 | 1 | -3
O=C(OCCNc1ncc(C(F)(F)F)cc1Cl)c1ccc(S(=O)(=O)N2CCOCC2)cc1 | -81 | 14 | nt | 0.9 | 2.8 | -0.9 | -1.6 | 81* | 6 | -4
C/C(O)=C(/C=Nc1ccccc1)C(=O)Nc1ccccc1 | -2 | -5 | -1 | -1.3 | 4.0 | -0.6 | -1.0 | 2 | -1 | -1
O=S(=O)(c1ccc(Cl)c(Cl)c1)c1snnc1-c1ccccc1 | -27 | -88 | nt | nt | nt | -1.3 | nt | 27 | -2 | -1

One compound at a time, as listed above. Order of screens: SR-BI DiI-HDL act, MITF act, Wnt act, AddAB inh, phage Ecoli inh, CAL PDZ FP-1, Ecoli viability, SR-BI DiI inh, Tat export inh, CAL PDZ FP-2
O=C(Cc1ccc(NC(=O)C2CCCN(C(=O)C3CCC3)C2)cc1)Nc1cccc(C(=O)N2CCCCC2)c1 (centres undefined) is entered as -56, 6, -1, nt, 0.7, 0.1, nt, 56, 7, -1
CCCCc1nc2cc(C(=O)N3CCCC(COC)C3)ccc2o1 (centres undefined) is entered as 16, 63, 22, -0.6, 3.6, -1.9, -0.5, -16, -1, -3

The order is random; any-hit rate near 3.6%.
